Ecoli WT growth = blocks growth of wild type E. coli BW25113 | E. coli BW25113 growth inhibition, OD600 | inhibition, % at 10 µM | 20,000 tested, 0.05% active; in the data active = inhibition above about 40%;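 note: bacteria exposed to compound for 20 hours at 37 °C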
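System: bacterial strain in a whole-cell growth screen; medium: LB broth with 50 µg/mL kanamycin; detection: absorbance at 615 nm; schedule: 20 h exposure, 37 °C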
* hit, by the source's call.

SMILES	Ecoli WT growth
CC(=O)Nc1cccc(Oc2nc(C)cc(C)c2C#N)c1	9
COc1ccc(N2CCN(C(=O)Cc3nn(C)c(=O)c4ccccc34)CC2)cc1	-12
COC(=O)c1cc(Br)c(=O)n(-c2nccs2)c1	9
CCN1C(=O)C(CC(=O)NCc2ccc(Cl)cc2)N(CC)C1=O (stereo not given)	-23
Cc1csc2nc(CSc3ccc(Cl)cc3)cn12	-4
COc1cccc(C2C(C(N)=O)=C(C)Nc3nc(CCCO)nn32)c1OC (stereo not given)	6
O=C(CC1OC(=O)c2ccccc21)NC1CCCCC1 (stereo not given)	-16
Cc1ccc(NC(=O)C(C)N2C(=O)C3CC=C(Cl)CC3C2=O)cc1 (stereo not given)	-15
COC(=O)c1nnn(-c2ccccc2)c1N	-1
CCC(=O)n1nc(-c2ccccc2)nc1NCc1ccccc1	-9
COC(=O)c1cc(Br)c(=O)n(Cc2ccncc2)c1	-16
C=CCn1c(SCc2csc(C)n2)nc2sc3c(c2c1=O)CCCCC3	-3
CC(=O)Nc1ccc(NC(=O)c2ccccc2N(C)S(C)(=O)=O)cc1	2
COc1ccc(N2CCN(C(=O)CSc3nnc4n3C(C)(C)Cc3ccccc3-4)CC2)cc1	-3
C=CCOc1cccc(C2/C(=C(/O)c3ccc(F)cc3)C(=O)C(=O)N2CCN2CCOCC2)c1 (stereo not given)	-19
O=C(Nc1nccs1)c1ccc(COc2ccccc2Br)o1	-4
CCOC(=O)c1sc2nc(SCC#N)n(CCCN3CCCC3=O)c(=O)c2c1C	-4
Cc1ccc2nc(-c3ccc4c(c3)OCCO4)cc(C(=O)O)c2c1	-5
CCN(CC)CCN1C(=O)C(O)=C(C(=O)c2cccs2)C1c1ccccn1 (stereo not given)	6
COC(=O)c1ccccc1COn1c(=O)c(C)[n+]([O-])c2ccccc21	-14
Cc1ccc(Nc2nc(=O)c3cccnc3s2)cc1	-15
Cc1ccc(S(=O)(=O)NCCC(=O)OCn2nnc3ccccc3c2=O)cc1	-3
COc1ccccc1-c1noc(-c2ccco2)n1	3
O=C(NCc1ccc2c(c1)OCO2)c1ccc2c(c1)C(=O)N(CC1CCCO1)C2=O (stereo not given)	-7
CC(=O)OCC(=O)[C@@]12OC3(CCCC3)O[C@@H]1C[C@H]1[C@@H]3CCC4=CC(=O)C=C[C@]4(C)[C@@]3(F)[C@@H](O)C[C@@]12C	9
CCOCCCNC(=O)C1CCN(S(=O)(=O)c2c(C)noc2/C=C\c2ccc(OC)cc2)CC1	6
CCOc1ccc(C(=O)N2CCC(C(=O)c3ccc4c(c3)OCCO4)CC2)cc1	-2
CN1CCN(CC#CCC(O)(c2ccccc2)C2CCCC2)CC1 (stereo not given)	-3
Nc1nc(SCC(=O)N2CCCc3ccccc32)[nH]c(=O)c1-c1ccccc1	-13
CCn1ncc(Br)c1C(=O)Nc1sc2c(c1C(=O)OC)CCC2	-9
CCOc1ccccc1Nc1nc2ccccc2[nH]1	7
COc1ccc(C)cc1Cn1c(S(C)(=O)=O)nc2ccccc21	-7
Cc1c(NC(=O)CN2c3cccc4cccc(c34)S2(=O)=O)c(=O)n(-c2ccccc2)n1C	-3
COc1ccc(-c2cc(C(F)(F)F)nc(S(=O)(=O)CCC(=O)N3CCOCC3)n2)cc1	-20
CS(=O)(=O)N(CC(=O)NCCSCc1c(F)cccc1Cl)c1ccc2c(c1)OCO2	-14
CC1CN(C(=O)c2ccncc2)CC(C)O1 (stereo not given)	-9
O=C(NC12CC3CC(CC(C3)C1)C2)c1cncc(O)c1	16
Cc1ccn(S(=O)(=O)c2ccc(C(C)(C)C)cc2)n1	-12
COc1ccc2nc(NCCO)[nH]c2c1	-17
CN(c1ccc(C(=O)Nc2ccccc2C(F)(F)F)cc1)S(C)(=O)=O	-24
N#Cc1cnc(SCC(=O)c2ccccc2)nc1N	-2
Cc1cc(C(=O)NCc2cccs2)cs1	7
CCCC(=O)N1CCN(c2ccc(NC(=O)c3ccc(Br)o3)cc2)CC1	-9
CSc1ccc(S(=O)(=O)Nc2ccc(NC(C)=O)cc2)cc1	-19
CNC(=O)c1ccsc1NC(=O)CN1C(=O)CCC1=O	4
CCCOc1ccc(-c2nnn(CC(=O)Nc3cccc(C(=O)OC)c3)n2)cc1	-2
Cc1ccc(N2CC(C)Cn3c2nc2c3c(=O)n(CC(=O)OCc3ccccc3)c(=O)n2C)cc1C (stereo not given)	7
COC(=O)c1ccc(NC(=O)Cc2ccccc2)cc1	-13
CCOc1ccc(N2CC(C(=O)Nc3ccc(F)cc3F)CC2=O)cc1 (stereo not given)	1
CCOC(=O)c1ccccc1NC(=O)c1ccccc1NS(C)(=O)=O	-9
Cc1cc(NC(=O)C(C)(C)C)no1	0
O=C(c1ccc(Br)o1)N1CCN(c2ccccc2F)CC1	5
COC(=O)c1[nH]c2cc(OC)ccc2c1NC(=O)CN1CCOCC1	1
CCOC(=O)c1ccc(NC(=O)CN2CCc3ccccc3C2)cc1	-11
CN(C)CCN(Cc1ccccc1)c1ccccn1	-2
CC[N+](C)(C)Cc1ccccc1Br	9
O=C(CCC(=O)OCC(=O)c1ccccc1)NC1CCCCC1	-4
O=C(CCC1COc2ccccc2O1)N1CCCC1 (stereo not given)	-20
Cc1cc(C(=O)NCc2ccc(S(N)(=O)=O)cc2)cs1	-7
COC(=O)c1ccccc1NC(=O)n1cc(C)cn1	-9

Rewritten in CSV form: 5 of the compounds above.
SMILES,Ecoli WT growth
CCOc1ccc(N2CC(C(=O)Nc3ccc(F)cc3F)CC2=O)cc1 (stereo not given),1
CCOC(=O)c1ccccc1NC(=O)c1ccccc1NS(C)(=O)=O,-9
Cc1cc(NC(=O)C(C)(C)C)no1,0
O=C(c1ccc(Br)o1)N1CCN(c2ccccc2F)CC1,5
COC(=O)c1[nH]c2cc(OC)ccc2c1NC(=O)CN1CCOCC1,1

Remaining list, next part:
SMILES	Ecoli WT growth
CCCc1cc(=O)n2c(nc3ccccc32)[nH]1	-16
COc1cc(-c2c(C#N)c(N)nc3c2CCCC3)cc(OC)c1OC	-3
COCCn1nnnc1C(c1cc2ccc(OC)cc2[nH]c1=O)N1CCc2ccccc2C1 (stereo not given)	-3
COc1ccc(OC)c(NC(=O)CS(=O)(=O)Cc2nc(-c3ccccc3C)oc2C)c1	7
COc1ccc(C(=O)c2coc3ccc(O)c(CN4CCCCC4)c23)cc1	15
O=C(COn1nnc2ccc(C(F)(F)F)cc21)Nc1nnc(-c2ccccc2)o1	6
Cc1occc1C(=O)Nc1cc(C(F)(F)F)ccc1Cl	-18
O=C(O)c1ccc(COc2ccc(Cl)cc2)o1	-6
CCOC(=O)c1nn(-c2ccccc2)c(C#N)c1NC(=O)c1nn(CC)cc1Br	-14
CC(=O)N(CC(C)(C)CC=C(C)C)c1ccccc1	2
CNc1nc(C)nc(-n2nc(C)cc2C)n1	2
CCCCC(=O)Nc1cccc(NC(=O)c2ccc(Br)o2)c1	-9
Cc1cc(Cl)ccc1OCc1nc(-c2ccc(O)cc2)n[nH]1	-10
O=C(CN1C(=O)CCSc2ccccc21)Nc1ccc2c(c1)OCO2	-4
Cc1ccc(S(=O)(=O)CC2CSc3nnc(C)c(=O)n32)cc1 (stereo not given)	2
CCCCn1cnc2c1c(=O)n(C)c(=O)n2C	0
COc1ccc(NCC(=O)Nc2ccc(Cl)cc2C)c(OC)c1	-7
CCCCn1nnnc1NCc1ccc(N2CCCC2)cc1	-22
COc1ccc(N2C(=O)CC(N3CCN(S(=O)(=O)c4c(F)cccc4F)CC3)C2=O)cc1OC (stereo not given)	7
COc1ccc(C(=O)N2CCN(c3nc4cc(C)ccc4cc3C#N)CC2)c(OC)c1	-3
CCCC(=O)Nc1c2c(nn1-c1ccc(OC)cc1)CS(=O)C2 (stereo not given)	1
COc1ccc(CC(=O)N2CCN(C(=O)Cc3ccc(OC)cc3)CC2)cc1	-1
CCn1nnc(-c2ccccc2NC(=O)c2ccc(-n3cnnn3)cc2)n1	-5
CCCc1cc(=O)[nH]c(SCc2ccccc2)n1	-2
O=C(Nc1ccc(CN2CCOCC2)cc1)c1ccc(-c2ccc(Br)cc2)o1	-17
CCC(=O)Nc1ccc(Cl)c(NC(=O)c2cccnc2)c1	0
CCCOC(=O)CSc1nc(N)c(C#N)c(CC)c1C#N	21
CCN(CC)c1ccc(NC(=O)c2cncc(Br)c2)cc1	-7
Cn1c(=O)c2c(nc(CN3CCCCC3)n2CCc2ccccc2)n(C)c1=O	0
CC(C)(C)N(Cc1cc2ccccc2[nH]c1=O)C(=O)C1CCCCC1	19
CCC(NC(=O)NCc1ccc2c(c1)OCO2)(C(F)(F)F)C(F)(F)F	-14
c1ccc(-c2cc(-c3nc(-c4ccccn4)no3)c3ccccc3n2)cc1	7
O=C(CN(C1CCCCC1)S(=O)(=O)c1ccccc1)NCc1cccnc1	-2
O=c1c2ccccc2nc(SCc2nnc(-c3ccccc3Br)o2)n1-c1ccccc1	-3
COc1ccc(CNC(=O)c2ccc(CN3CCOCC3)cc2)cc1	-1
CCOC(=O)c1sc(-c2ccc(OC)cc2)cc1N	-12
O=S(=O)(c1ccc(-c2ccccc2)cc1)N1CCOCC1	1
c1ccc(-c2nc(C3CCCCC3)no2)cc1	1
Cc1oc2c(c1C(=O)NCc1cc(C(=O)O)co1)CCCC2	-22
CC1CCCC(C(=O)OCc2ccccc2)N1 (stereo not given)	-1
Cc1ccc(Cn2ccc(NC(=O)c3cc(-c4cccs4)on3)n2)cc1	1
COc1ccc(-c2cc(C(=O)NCCc3ccccc3)no2)cc1OC	-3
COc1ccccc1C(=O)N1CCN=C1SCc1cccnc1	-4
CCOC(=O)COc1ccc(S(=O)(=O)NCc2ccncc2)cc1	-6
Cc1ccc(SCCC(=O)N2CCCC2)cc1	-20
Cc1sc2nc(SCC(=O)Nc3c(C)n(C)n(-c4ccccc4)c3=O)n(C)c(=O)c2c1C	6
N#Cc1nc(COc2ccc(Br)cc2)oc1N1CCCC1	3
CCOC(=O)C1CCN(C(=O)Cn2cc(C#N)c3ccccc32)CC1	7
Cc1ccc(C(C)C)c(OCCn2c(=O)oc3ccccc32)c1	0
Cc1ccc(C)c(S(=O)(=O)C(C#N)c2nc3ccccc3nc2N2CC(C)OC(C)C2)c1 (stereo not given)	2
NC(=O)C1CCN(C(=O)CN2CCc3ccccc32)CC1	1
N#C/C(=C\Nc1ccc2c(c1)OCCO2)c1nc2ccccc2[nH]1	-10
COc1cccc(-n2c(C)nc3c(cnn3-c3ccc(Cl)cc3)c2=O)c1	-2
COc1ccc(S(=O)(=O)N2CCCC2C(=O)Nc2nccs2)cc1 (stereo not given)	-16
CNC(=O)CN(c1ccc(C(C)C)cc1)S(C)(=O)=O	1
CCSc1ccccc1C(=O)NCc1ccc2c(c1)OCO2	-9
COc1ccc(N(C(=O)Cn2nnc3ccccc32)C(C(=O)NCc2ccco2)c2cccnc2)cc1 (stereo not given)	-21
COC(=O)c1[nH]c2c(c1C)C(=O)CC(c1cccs1)C2 (stereo not given)	4
Cn1cccc1Cc1nnc(SCC(=O)NCC2CCCO2)n1-c1ccc(F)cc1 (stereo not given)	0
O=C(c1cccc(Br)c1)N1CCN(C(=O)N2CCCCC2)CC1	-11

Continued.
SMILES	Ecoli WT growth
COc1nc(C)ccc1-c1noc(-c2ccco2)n1	-13
CCOC(=O)C1CCCN(C(=O)c2cc3c(C)nc4ccccc4c3o2)C1 (stereo not given)	-4
CCN(CC)S(=O)(=O)c1ccc(N2CCCC2)c(C(=O)OCC(=O)/C(C#N)=C(\C)N)c1	1
Cc1ccc(C)c(N2CC(=O)N(c3cc(C)ccc3C)CC2=O)c1	-26
CCCN1CCN(C(=O)Cn2c(=O)oc3cc(S(=O)(=O)NCc4ccccc4)ccc32)CC1	0
COC(=O)c1ccc(NC(=O)CN(C)S(=O)(=O)c2ccc(OC)c(C)c2)cc1	-17
Cc1cc(C)n(-c2nc3ccccc3nc2N2CCN(C(=O)c3ccccc3)CC2)n1	-18
O=C(c1ccc(S(=O)(=O)N2CCOCC2)cc1)N(c1ccc(F)cc1)C1C=CS(=O)(=O)C1 (stereo not given)	10
CC(=O)c1coc2ccc(OCC(=O)O)cc12	10
CCOC(=O)C(C)Oc1ccc(C2NC(=O)NC(C)=C2C(C)=O)cc1Br (stereo not given)	-24
Cc1nc(N2C(=O)C(=O)/C(=C(/O)c3ccccc3)C2c2ccco2)sc1C (stereo not given)	-20
CCCc1cc(C(=O)Nc2sc3c(c2C#N)CCC3)no1	-5
Cc1ccc(-c2ccc(S(=O)(=O)N3CCN(C)CC3)cc2)cc1	-1
COc1ccc(CCNC(=O)c2cnc3scc(C)n3c2=O)cc1OC	-2
CC(Sc1ccccn1)C(=O)Nc1ccccc1 (stereo not given)	-17
Cc1nc(-c2cccc(N)c2)cs1	-1
CC1=C(C(=O)N2CCCCC2)C2(CCC(C)CC2)OC1=O (stereo not given)	7
CC(=O)NCCn1ccc2ccccc21	16
Cc1cc(/N=C/N(C)C)on1	18

No new results follow: eight of the compounds above.
SMILES	Ecoli WT growth
COc1nc(C)ccc1-c1noc(-c2ccco2)n1	-13
CCOC(=O)C1CCCN(C(=O)c2cc3c(C)nc4ccccc4c3o2)C1 (stereo not given)	-4
CCN(CC)S(=O)(=O)c1ccc(N2CCCC2)c(C(=O)OCC(=O)/C(C#N)=C(\C)N)c1	1
Cc1ccc(C)c(N2CC(=O)N(c3cc(C)ccc3C)CC2=O)c1	-26
CCCN1CCN(C(=O)Cn2c(=O)oc3cc(S(=O)(=O)NCc4ccccc4)ccc32)CC1	0
COC(=O)c1ccc(NC(=O)CN(C)S(=O)(=O)c2ccc(OC)c(C)c2)cc1	-17
Cc1cc(C)n(-c2nc3ccccc3nc2N2CCN(C(=O)c3ccccc3)CC2)n1	-18
O=C(c1ccc(S(=O)(=O)N2CCOCC2)cc1)N(c1ccc(F)cc1)C1C=CS(=O)(=O)C1 (stereo not given)	10

High-throughput results (PubChem BioAssay)

Some of the compounds tested, so the mix of outcomes need not match the whole.
